# TcdB GH inh = inhibitors of Clostridioides difficile toxin B glycohydrolase; P18177; TcdB glycohydrolase enzymatic assay, plate reader; inhibition, % at 9.99 µM; 350,000 compounds, 0.24% hits; in the data active = inhibition above about 10%
# Target sequence (P18177 whole entry, looked up): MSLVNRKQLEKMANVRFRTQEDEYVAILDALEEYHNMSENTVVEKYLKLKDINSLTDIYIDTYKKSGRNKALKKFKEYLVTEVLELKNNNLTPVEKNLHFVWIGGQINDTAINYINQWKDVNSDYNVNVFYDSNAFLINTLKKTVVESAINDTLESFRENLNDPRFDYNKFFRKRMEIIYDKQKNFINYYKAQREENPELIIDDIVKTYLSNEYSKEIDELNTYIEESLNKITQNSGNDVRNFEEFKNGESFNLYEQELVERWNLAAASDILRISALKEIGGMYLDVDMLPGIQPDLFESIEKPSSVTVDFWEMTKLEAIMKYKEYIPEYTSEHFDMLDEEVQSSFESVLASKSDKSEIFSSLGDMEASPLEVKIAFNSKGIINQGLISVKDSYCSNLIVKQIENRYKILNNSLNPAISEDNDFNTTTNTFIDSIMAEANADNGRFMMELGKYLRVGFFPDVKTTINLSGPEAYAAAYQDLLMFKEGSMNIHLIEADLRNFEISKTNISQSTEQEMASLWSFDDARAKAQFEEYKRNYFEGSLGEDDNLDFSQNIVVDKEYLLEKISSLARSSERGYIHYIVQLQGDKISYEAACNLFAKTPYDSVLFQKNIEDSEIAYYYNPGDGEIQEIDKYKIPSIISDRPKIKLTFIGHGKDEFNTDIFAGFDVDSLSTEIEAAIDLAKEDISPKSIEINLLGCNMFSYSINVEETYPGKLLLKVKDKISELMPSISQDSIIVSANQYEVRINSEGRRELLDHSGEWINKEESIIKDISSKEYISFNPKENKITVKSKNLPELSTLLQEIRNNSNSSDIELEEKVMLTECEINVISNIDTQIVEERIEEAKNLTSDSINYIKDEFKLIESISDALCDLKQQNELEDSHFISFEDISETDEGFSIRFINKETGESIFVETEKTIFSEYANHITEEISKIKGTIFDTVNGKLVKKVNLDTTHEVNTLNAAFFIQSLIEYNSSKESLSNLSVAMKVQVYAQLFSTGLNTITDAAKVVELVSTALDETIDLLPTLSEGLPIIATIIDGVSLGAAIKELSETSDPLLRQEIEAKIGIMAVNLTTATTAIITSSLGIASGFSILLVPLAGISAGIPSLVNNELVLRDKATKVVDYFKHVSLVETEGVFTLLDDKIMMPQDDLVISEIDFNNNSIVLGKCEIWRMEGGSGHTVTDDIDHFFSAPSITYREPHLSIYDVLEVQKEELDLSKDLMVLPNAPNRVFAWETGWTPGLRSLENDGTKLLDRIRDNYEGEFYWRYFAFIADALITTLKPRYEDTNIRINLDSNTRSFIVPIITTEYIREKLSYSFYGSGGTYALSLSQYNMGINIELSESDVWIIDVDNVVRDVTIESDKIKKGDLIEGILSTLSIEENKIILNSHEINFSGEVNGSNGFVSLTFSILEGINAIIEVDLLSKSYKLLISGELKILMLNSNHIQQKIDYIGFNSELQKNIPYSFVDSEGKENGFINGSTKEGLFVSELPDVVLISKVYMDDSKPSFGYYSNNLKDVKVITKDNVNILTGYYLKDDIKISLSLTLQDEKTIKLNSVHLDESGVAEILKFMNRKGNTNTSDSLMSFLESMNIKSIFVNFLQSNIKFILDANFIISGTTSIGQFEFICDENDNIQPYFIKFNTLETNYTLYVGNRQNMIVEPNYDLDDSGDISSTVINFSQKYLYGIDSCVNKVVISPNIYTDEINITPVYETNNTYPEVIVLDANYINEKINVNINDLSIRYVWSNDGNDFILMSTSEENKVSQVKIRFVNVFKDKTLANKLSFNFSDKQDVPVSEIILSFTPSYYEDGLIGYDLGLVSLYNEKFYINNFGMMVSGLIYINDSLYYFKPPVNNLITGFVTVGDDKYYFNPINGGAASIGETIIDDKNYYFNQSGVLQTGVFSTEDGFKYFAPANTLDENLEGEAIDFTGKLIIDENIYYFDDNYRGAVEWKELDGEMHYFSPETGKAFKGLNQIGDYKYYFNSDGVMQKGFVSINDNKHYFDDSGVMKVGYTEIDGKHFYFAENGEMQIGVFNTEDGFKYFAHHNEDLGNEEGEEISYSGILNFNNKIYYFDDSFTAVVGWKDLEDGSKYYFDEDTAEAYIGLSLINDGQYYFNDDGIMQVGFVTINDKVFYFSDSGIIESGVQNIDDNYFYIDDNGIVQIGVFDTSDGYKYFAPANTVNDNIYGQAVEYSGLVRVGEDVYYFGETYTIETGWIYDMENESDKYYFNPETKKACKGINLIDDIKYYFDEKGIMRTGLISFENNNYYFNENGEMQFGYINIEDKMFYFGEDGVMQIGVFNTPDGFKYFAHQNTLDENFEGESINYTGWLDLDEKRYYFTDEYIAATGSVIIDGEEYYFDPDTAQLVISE
# Starred values were filed as active, the others as inactive; & = joins results of further samples.
SMILES,TcdB GH inh
C[C@H](CO)N1C[C@H](C)[C@@H](CN(C)S(=O)(=O)c2cccs2)OCCCC[C@H](C)Oc2ccc(NC(=O)CCC(F)(F)F)cc2C1=O,0.3
C[C@H](CO)N1C[C@H](C)[C@H](CN(C)CC2CC2)OCCCC[C@H](C)Oc2ccc(NC(=O)Nc3ccc(C(F)(F)F)cc3)cc2C1=O,-0.7
CO[C@@H]1CN(C)C(=O)c2cc(NC(=O)C3CC3)ccc2OC[C@@H](C)N(Cc2ccc(F)cc2)C[C@@H]1C,1.8
Cc1noc(C)c1S(=O)(=O)N(C)C[C@@H]1Oc2ccc(NC(=O)Nc3cccc4ccccc34)cc2CC(=O)N([C@H](C)CO)C[C@H]1C,-0.2
CO[C@H]1CN(C)C(=O)c2cc(NC(=O)C3CC3)ccc2OC[C@H](C)N(CC2CC2)C[C@@H]1C,0.5
C[C@@H]1CCCCO[C@H](CN(C)S(=O)(=O)c2ccc(F)cc2)[C@@H](C)CN([C@H](C)CO)C(=O)c2cc(NC(=O)Nc3cccc4ccccc34)ccc2O1,0.3
C[C@H]1CN([C@@H](C)CO)C(=O)Cc2cc(NS(=O)(=O)c3cccs3)ccc2O[C@H]1CN(C)CC1CCCCC1,-1.5
C[C@H](CO)N1C[C@H](C)[C@@H](CN(C)S(=O)(=O)c2ccc(Cl)cc2)Oc2ccc(NC(=O)c3ccncc3)cc2C1=O,-0.5
C[C@H]1CN([C@@H](C)CO)C(=O)c2cc(C3=CCCCC3)cnc2O[C@H]1CN(C)C(=O)c1cccc(F)c1,-0.2
C[C@H](C(=O)N(C)C[C@@H]1OCc2ccccc2-c2c(n(C)c3ccccc23)C(=O)N([C@@H](C)CO)C[C@@H]1C)c1ccccc1,-1.3
COc1ccc(NC(=O)N(C)C[C@@H]2Oc3ccc(NS(=O)(=O)c4ccc(F)cc4)cc3C(=O)N([C@@H](C)CO)C[C@H]2C)cc1,0.3
C[C@@H](O)C#Cc1ccc([C@H]2[C@@H](CO)N3CCCCN(C(=O)c4ccncc4)C[C@H]23)cc1,1.1

# A different layout for 4 compounds above.
mol | TcdB GH inh
Cc1noc(C)c1S(=O)(=O)N(C)C[C@@H]1Oc2ccc(NC(=O)Nc3cccc4ccccc34)cc2CC(=O)N([C@H](C)CO)C[C@H]1C | -0.2
CO[C@H]1CN(C)C(=O)c2cc(NC(=O)C3CC3)ccc2OC[C@H](C)N(CC2CC2)C[C@@H]1C | 0.5
C[C@@H]1CCCCO[C@H](CN(C)S(=O)(=O)c2ccc(F)cc2)[C@@H](C)CN([C@H](C)CO)C(=O)c2cc(NC(=O)Nc3cccc4ccccc34)ccc2O1 | 0.3
C[C@H]1CN([C@@H](C)CO)C(=O)Cc2cc(NS(=O)(=O)c3cccs3)ccc2O[C@H]1CN(C)CC1CCCCC1 | -1.5

# Next part.
SMILES,TcdB GH inh
CC1C=NC(S(=O)(=O)N2CC[C@H]3[C@@H](CO)N(C)c4ccc(C5=CCCCC5)cc4[C@H]32)=N1 (some centres undefined),-0.1
COc1ccc2c3c(n(C)c2c1)[C@@H](CO)N(Cc1nccs1)CC31CCN(C(=O)CN(C)C)CC1,-2.5
C[C@@H]1CN([C@@H](C)CO)C(=O)c2cccc(NS(C)(=O)=O)c2O[C@@H]1CN(C)Cc1ccc(-c2ccccc2)cc1,0.9
COc1ccccc1NC(=O)N1CC(=O)N2[C@H](C1)[C@@H](c1ccc(C#Cc3ccc(F)cc3)cc1)[C@@H]2CO,0.1
N#Cc1cccc(-c2ccc([C@@H]3[C@H](CO)N4CCCCN(C(=O)Nc5cccc(F)c5)C[C@@H]34)cc2)c1,0.4
C[C@@H]1CN([C@@H](C)CO)C(=O)c2cc(NS(C)(=O)=O)ccc2O[C@@H]1CN(C)S(=O)(=O)c1ccc(F)cc1,0.1
COCC(=O)Nc1ccc2c(c1)C(=O)N(C)C[C@@H](OC)[C@@H](C)CN(Cc1cccc(F)c1)[C@H](C)CO2,-1.6
O=C(C[C@@H]1CC[C@@H](NC(=O)c2ccc(F)cc2)[C@H](CO)O1)NCCc1ccccc1,0.2
COc1ccc(S(=O)(=O)N(C)C[C@H]2Oc3cc(-c4ccccc4OC)ccc3S(=O)(=O)N([C@H](C)CO)C[C@H]2C)cc1,-0.6
O=C(c1ccncc1)N1CC(=O)N2[C@H](C1)[C@@H](c1ccc(/C=C/c3ccccc3)cc1)[C@@H]2CO,-0.5
COc1ccc(S(=O)(=O)Nc2ccc3c(c2)C(=O)N([C@@H](C)CO)C[C@@H](C)[C@H](CN(C)S(=O)(=O)c2c(C)noc2C)OCCCC[C@H](C)O3)cc1,1.2
O=C(C[C@H]1C[C@H]2c3cc(NC(=O)C4CCC4)ccc3O[C@H]2[C@@H](CO)O1)NCc1ccccn1,0.4
COc1ccc2c3c(n(C)c2c1)[C@H](CO)N(C)CC31CN(S(=O)(=O)c2cccs2)C1,-0.2
COc1ccc(NC(=O)N(C)C[C@H]2OCCCC[C@@H](C)Oc3ccc(NC(=O)CCCN(C)C)cc3C(=O)N([C@H](C)CO)C[C@@H]2C)cc1,1.9
O=C(C[C@@H]1C=C[C@H](NC(=O)NC2CCCCC2)[C@H](CO)O1)NCc1ccc(F)cc1,-1.2
COC(=O)[C@@H]1[C@@H](CO)[C@@H]2Cn3c(ccc(C4=CCCCC4)c3=O)[C@H]1N2CC1CC1,0.4
O=C(C[C@H]1C=C[C@@H](NC(=O)C2CC2)[C@H](CO)O1)NCCCN1CCOCC1,-2.1
COc1ccc(OC(=O)N(C)C[C@@H]2OCc3ccccc3-c3ccccc3C(=O)N([C@H](C)CO)C[C@@H]2C)cc1,-2.9
C/C=C/c1cnc2c(c1)C(=O)N([C@@H](C)CO)C[C@H](C)[C@H](CN(C)Cc1ccccc1)O2,0.4
C[C@H](CO)N1C[C@H](C)[C@@H](CN(C)S(=O)(=O)c2cccs2)OCCCC[C@H](C)Oc2ccc(NC(=O)Nc3ccc4c(c3)OCO4)cc2C1=O,0.6
C[C@H](O)C#Cc1ccc([C@@H]2[C@H](CO)N3CCCCN(C(=O)c4ccc(F)cc4)C[C@@H]23)cc1,-0.8
C[C@@H]1CN([C@H](C)CO)C(=O)c2cc(-c3cccc(F)c3)cnc2O[C@H]1CN(C)Cc1ccncc1,-1.1
COc1ccc2c3c(n(C)c2c1)[C@H](CO)N(C(=O)NC1CCCC1)CC31CN(C)C1,0.5
O=C(N[C@H]1CC[C@H](CCNS(=O)(=O)c2ccc(Cl)cc2)O[C@H]1CO)c1ccccn1,1.8
CCCC#Cc1cnc2c(c1)C(=O)N([C@@H](C)CO)C[C@H](C)[C@H](CN(C)C(=O)Nc1cccc(F)c1)O2,-2.2
C[C@H](CO)N1C[C@H](C)[C@@H](CN(C)Cc2cccc(F)c2)Oc2cc(-c3ccc(C#N)cc3)ccc2S1(=O)=O,-0.4
Cc1noc(C)c1S(=O)(=O)Nc1ccc2c(c1)C(=O)N([C@H](C)CO)C[C@H](C)[C@@H](CN(C)Cc1ccc(C(=O)Nc3ccccc3N)cc1)OCCCC[C@@H](C)O2,-0.6
O=C(C[C@H]1CC[C@H](NS(=O)(=O)c2ccc(F)cc2)[C@H](CO)O1)N1CCC(Cc2ccccc2)CC1,-1.8
CNC[C@@H]1Oc2ncc(C#Cc3cccc(OC)c3)cc2C(=O)N([C@H](C)CO)C[C@@H]1C,0.5
C[C@@H]1CN([C@@H](C)CO)S(=O)(=O)c2ccc(C3=CCCC3)cc2O[C@H]1CN(C)Cc1ccncc1,0.9
C[C@@H]1CCCCO[C@@H](CN(C)C(=O)Nc2cccc3ccccc23)[C@@H](C)CN([C@H](C)CO)C(=O)c2cc(NS(C)(=O)=O)ccc2O1,0.2
O=C(Nc1ccccc1Cl)N1[C@@H]2CNC[C@H]1C2c1ccc(-c2ccccc2)cc1 (some centres undefined),0.1&0.3
C[C@@H]1CN([C@@H](C)CO)C(=O)Cc2cc(NC(=O)Nc3ccccc3)ccc2O[C@H]1CN(C)S(=O)(=O)c1cn(C)cn1,-1.1
C[C@@H]1CN([C@H](C)CO)C(=O)c2cccc(NS(=O)(=O)c3ccc(F)cc3)c2O[C@H]1CN(C)CC1CCCCC1,-1.3
C[C@@H]1CN([C@@H](C)CO)C(=O)c2cccc(NC(=O)C3CCOCC3)c2O[C@H]1CN(C)S(=O)(=O)c1ccccc1,0.6
C[C@H](CO)N1C[C@H](C)[C@H](CN(C)Cc2ccc(C(F)(F)F)cc2)Oc2ccc(NC(=O)Nc3ccc4c(c3)OCO4)cc2C1=O,1.2

# Among those listed so far, four have a thiophene ring, fused or not:
SMILES,TcdB GH inh
C[C@H](CO)N1C[C@H](C)[C@@H](CN(C)S(=O)(=O)c2cccs2)OCCCC[C@H](C)Oc2ccc(NC(=O)CCC(F)(F)F)cc2C1=O,0.3
C[C@H]1CN([C@@H](C)CO)C(=O)Cc2cc(NS(=O)(=O)c3cccs3)ccc2O[C@H]1CN(C)CC1CCCCC1,-1.5
COc1ccc2c3c(n(C)c2c1)[C@H](CO)N(C)CC31CN(S(=O)(=O)c2cccs2)C1,-0.2
C[C@H](CO)N1C[C@H](C)[C@@H](CN(C)S(=O)(=O)c2cccs2)OCCCC[C@H](C)Oc2ccc(NC(=O)Nc3ccc4c(c3)OCO4)cc2C1=O,0.6

# Continuation:
SMILES,TcdB GH inh
C[C@@H]1CN([C@@H](C)CO)C(=O)c2cccc(NC(=O)Nc3ccccc3)c2O[C@@H]1CN(C)Cc1ccncc1,1.8
COc1cccc(C#Cc2ccc3c(c2)O[C@H](CN(C)C(C)=O)[C@@H](C)CN([C@H](C)CO)S3(=O)=O)c1,1.7
C[C@@H]1CN([C@@H](C)CO)C(=O)Cc2cc(NS(=O)(=O)c3cccs3)ccc2O[C@H]1CN(C)C(=O)Nc1ccc(F)cc1,0.8
COCC(=O)N1[C@H](CO)[C@H](c2ccccc2)C12CN(C(=O)c1cccnc1)C2,-1.8
CN1CCN(C(=O)C[C@@H]2CC[C@@H]3[C@H](COC[C@H](O)CN3CC3CCOCC3)O2)CC1,-2.1
COc1ccc(S(=O)(=O)N(C)C[C@H]2Oc3c(cccc3N(C)C)C(=O)N([C@@H](C)CO)C[C@@H]2C)cc1,0.0
COCC(=O)Nc1ccc2c(c1)C(=O)N(C)[C@H]1CC[C@H](CC(=O)NCCc3ccccc3)O[C@@H]1CO2,-0.3
C[C@H](CO)N1C[C@H](C)[C@@H](CN(C)Cc2ccc(Cl)c(Cl)c2)OCCCC[C@H](C)Oc2ccc(NS(=O)(=O)c3cn(C)cn3)cc2C1=O,0.7
C[C@H]1CN([C@@H](C)CO)C(=O)c2cc(NC(=O)CCCCCC(=O)Nc3ccccc3N)ccc2O[C@@H]1CN(C)S(=O)(=O)c1cccs1,-1.0
COCC(=O)N(C)C[C@@H]1Oc2cc(C#CCN(C)C)ccc2S(=O)(=O)N([C@@H](C)CO)C[C@@H]1C,-0.6
Cc1ccc(S(=O)(=O)N(C)C[C@H]2OCCCC[C@H](C)Oc3ccc(NS(=O)(=O)c4ccc(Cl)cc4)cc3C(=O)N([C@H](C)CO)C[C@@H]2C)cc1,-1.3
Cc1noc(C)c1NC(=O)N[C@@H]1C=C[C@H](CC(=O)NCCCN(C)C)O[C@@H]1CO,0.1
COc1ccccc1C(=O)Nc1ccc2c(c1)OC[C@@H](C)N(C)C[C@H](C)[C@@H](OC)CN(C)C2=O,-0.4
C[C@H](NC(=O)N(C)C[C@H]1OCc2ccccc2-c2ccccc2C(=O)N([C@@H](C)CO)C[C@@H]1C)c1ccccc1,-1.4
C[C@H]1CN([C@@H](C)CO)C(=O)Cc2cc(NC(=O)CCCCCC(=O)Nc3ccccc3N)ccc2O[C@H]1CN(C)C(=O)Nc1ccc2c(c1)OCO2,-0.7
COc1ccc(S(=O)(=O)Nc2cccc3c2O[C@@H](CN(C)S(=O)(=O)c2cccs2)[C@H](C)CN([C@H](C)CO)C3=O)cc1,-0.1
O=C(C[C@@H]1C[C@@H]2c3cc(NC(=O)Nc4ccc(C(F)(F)F)cc4)ccc3O[C@@H]2[C@H](CO)O1)NCC1CC1,0.1
COc1ccc(CN(C)C[C@@H]2OCCCC[C@@H](C)Oc3ccc(NC(=O)NC4CCCCC4)cc3C(=O)N([C@@H](C)CO)C[C@H]2C)cc1,-0.6
CCNC(=O)[C@H]1[C@H](CO)[C@H]2Cn3c(ccc(-c4ccccc4F)c3=O)[C@H]2N1C(C)=O,-0.6
C[C@@H]1CN([C@@H](C)CO)C(=O)c2cccc(NC(=O)Nc3ccccc3)c2O[C@@H]1CN(C)C(=O)Nc1ccc(F)cc1,1.4
C[C@H]1CN([C@@H](C)CO)S(=O)(=O)c2ccc(-c3ccc(F)cc3)cc2O[C@H]1CN(C)C(=O)Nc1ccccc1F,1.3
CO[C@@H]1CN(C)C(=O)c2ccc(NC(=O)Cc3ccccc3)cc2OC[C@@H](C)NC[C@@H]1C,-1.4
CCCN1C[C@H](C)[C@H](OC)CN(C)C(=O)c2cc(NS(=O)(=O)c3cn(C)cn3)ccc2OC[C@H]1C,-0.3
Cc1noc(C)c1NC(=O)Nc1cccc2c1O[C@@H](CN(C)S(=O)(=O)c1ccc(F)cc1)[C@H](C)CN([C@H](C)CO)C2=O,1.1
O=C(N[C@H]1CC[C@H](CC(=O)N2CCOCC2)O[C@@H]1CO)c1ccccn1,-0.8
C[C@@H]1CN([C@H](C)CO)S(=O)(=O)c2ccc(C#CC3CC3)cc2O[C@H]1CN(C)S(C)(=O)=O,0.1
C[C@H]1CN([C@@H](C)CO)S(=O)(=O)c2ccc(C#CC3CCCCC3)cc2O[C@@H]1CN(C)C,-6.9
CC(C)C(=O)Nc1ccc2c(c1)C(=O)N(C)[C@H]1CC[C@@H](CC(=O)NCc3ccc(F)cc3)O[C@H]1CO2,-0.1
C[C@H]1CN([C@@H](C)CO)C(=O)c2cccc(NS(C)(=O)=O)c2O[C@@H]1CN(C)S(=O)(=O)c1ccc(Cl)cc1,0.5
C[C@H]1CN([C@@H](C)CO)S(=O)(=O)c2ccc(C#CC3CC3)cc2O[C@@H]1CN(C)C,-5.3
CCCN1C[C@H](C)[C@@H](OC)CN(C)C(=O)c2cc(NC(=O)c3ccccc3)ccc2OC[C@H]1C,-1.2
CN1c2ccc(Br)cc2[C@@H]2[C@@H](CCN2S(=O)(=O)c2ccccc2)[C@@H]1CO,-0.7

# Compound activity deposited in PubChem BioAssay by Broad Institute.

# A portion of the library. The share of hits here may be higher or lower than overall.
